D2 antag = HTS Assay for Allosteric Antagonists of the Human D2 Dopamine Receptor: Primary Screen for Antagonists; 340,000 tested, 2% active; D(2) dopamine receptor (Homo sapiens), P14416; HEK293 TREx D2 cells, calcium flux, dopamine EC80; inhibition, % at 10 µM; in the data active = inhibition above about 30%; note: 0% is about no effect
Target sequence (P14416 whole entry, looked up): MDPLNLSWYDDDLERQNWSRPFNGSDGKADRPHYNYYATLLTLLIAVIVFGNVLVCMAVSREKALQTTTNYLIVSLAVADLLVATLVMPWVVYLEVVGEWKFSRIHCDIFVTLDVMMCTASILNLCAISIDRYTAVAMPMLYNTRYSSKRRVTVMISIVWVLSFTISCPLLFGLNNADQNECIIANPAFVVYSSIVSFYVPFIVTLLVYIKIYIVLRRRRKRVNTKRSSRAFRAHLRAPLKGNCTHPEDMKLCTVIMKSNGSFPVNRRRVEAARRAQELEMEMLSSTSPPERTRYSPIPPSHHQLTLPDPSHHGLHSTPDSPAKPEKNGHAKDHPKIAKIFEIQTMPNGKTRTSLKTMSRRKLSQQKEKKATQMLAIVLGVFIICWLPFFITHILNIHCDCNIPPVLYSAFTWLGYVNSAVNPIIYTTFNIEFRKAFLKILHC
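Tetracycline-induced HEK293 T-REx cells expressing D2 force-coupled to calcium signalling were dye-loaded, exposed to compound for 180 s, then challenged with an EC80 of dopamine; calcium flux was followed kinetically for a further 180 s.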
D2 potentiator = HTS Assay for Positive Allosteric Modulators of the Human D2 Dopamine Receptor: Primary Screen for Potentiators; HEK293 T-REx D2, calcium flux, EC20 dopamine potentiation; potentiation, % at 10 µM; 340,000 tested, 0.34% active; AID 485347, 2010;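 active = potentiation over 3 SD above the plate norm, cut at about 30% in these data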; note: 0% is about no effect
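Cells plated with tetracycline inducer and held overnight at 30 C; calcium dye loaded 30–90 min at room temperature; baseline taken, compound added and read 180 s; EC20 dopamine then added and read 180 s.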
RXFP1 antagonist = qHTS Assay for Antagonists of the Relaxin Receptor RXFP1 | Relaxin receptor 1 (Homo sapiens), Q9HBX9 | HEK293-RXFP1, relaxin-stimulated cAMP HTRF, 30 min; hits give low values | activity change, negative = inhibition, % at 57.5 µM | 350,000 tested, 0.59% active | AID 1259400, 2018;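 active = activity change of -60% or lower, but not beyond a set lower limit; inconclusive = change between -60% and -40%, or beyond the set limit; inactive = change above -40%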; note: % is set by controls: 0 for no effect and ±100 for the full control effect
RXFP1 ag = qHTS Assay for Agonists of the Relaxin Receptor RXFP1 | Potency, µM (titrated, usually from 57.5 µM), without a hit: at the top dose activation, hits mostly activators | 370,000 tested, 0.3% active | AID 2676, 2010 | HEK293T-RXFP1 cAMP TR-FRET, 30 min; response scale: percent of porcine relaxin response, buffer zero; active = well fitted activation curve with a large enough effect; inconclusive = small, poorly fitted or top-dose-only effect; note: potency is the fitted concentration of half-maximal effect; % is set by controls: 0 for no effect and ±100 for the full control effect; nearly all actives have a fitted effect of over 60% in size; many of its hits are not listed in these tables
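HEK293 cells stably expressing RXFP1, treated 30 min at 37C with compounds plus PDE4 inhibitor Ro 20174; cAMP measured by HTRF TR-FRET. Normalized to buffer and 29 nM porcine relaxin; EC50 by Hill fit.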
TRHR PAM = qHTS for Small Molecule Agonists and Allosteric Enhancers of Human TRH Receptor: Primary Screen for Enhancers. Thyrotropin-releasing hormone receptor (Homo sapiens), P34981. TRHR cells, fluo-8 calcium fluorescence, EC20 TRH enhancement. enhancement, % at 2 µM. 360,000 tested, 0.66% active; in the data active = enhancement above about 30%; note: 0% is about no effect
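TRHR-expressing cells loaded with fluo-8 calcium dye were read kinetically (ex 480/em 530) during compound addition, then stimulated with an EC20 of TRH (10 nM final). Enhancement of the Gq-mediated intracellular calcium response was scored.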
D2 ag = HTS Assay for Allosteric Agonists of the Human D2 Dopamine Receptor: Primary Screen for Agonists. D(2) dopamine receptor (Homo sapiens), P14416. HEK293 T-REx D2 cells, calcium flux agonist mode. activation, % at 2 µM. 340,000 tested, 0.53% active;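 active = activation over 3 SD above normal in the single-dose calcium agonist read, cut at about 30% in these data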; note: 0% is about no effect
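Agonism scored from kinetic calcium signal (1 read/sec, 180 s) following compound pin transfer, after a 10 s baseline. Cells: HEK293 Trex line expressing inducible D2 receptor coupled to calcium, dye-loaded after overnight culture at 30 C.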
D1 antagonist = Antagonist of Human D 1 Dopamine Receptor: qHTS; HEK293 TREx D1 cells, calcium flux, dopamine EC80; hits give low values; activity change, negative = inhibition, % at 10 µM; 360,000 tested, 3.2% active; AID 504652, 2011; in the data active = activity change below about -30%; note: % is set by controls: 0 for no effect and ±100 for the full control effect
Target sequence (P21728 whole entry, looked up): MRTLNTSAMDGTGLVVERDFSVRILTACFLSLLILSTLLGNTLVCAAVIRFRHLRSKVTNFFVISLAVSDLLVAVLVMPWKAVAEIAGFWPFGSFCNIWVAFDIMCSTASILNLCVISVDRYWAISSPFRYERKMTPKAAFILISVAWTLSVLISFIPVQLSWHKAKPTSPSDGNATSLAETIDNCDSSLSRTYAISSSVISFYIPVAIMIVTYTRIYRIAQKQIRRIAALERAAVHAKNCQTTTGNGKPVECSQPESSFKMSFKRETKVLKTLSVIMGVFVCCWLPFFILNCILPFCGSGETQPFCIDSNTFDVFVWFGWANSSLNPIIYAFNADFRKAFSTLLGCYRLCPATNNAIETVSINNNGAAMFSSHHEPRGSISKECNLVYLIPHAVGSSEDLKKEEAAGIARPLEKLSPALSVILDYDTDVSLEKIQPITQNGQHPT
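Allosteric or orthosteric antagonism assessed as attenuation of the calcium response to EC80 dopamine, added 180 s after compound, in induced HEK293 Trex D1 cells loaded with no-wash calcium dye.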
D1 potentiator = Potentiators of Human D1 Dopamine Receptor: qHTS | D(1A) dopamine receptor (Homo sapiens), P21728 | HEK293 TREx D1 cells, calcium flux, dopamine EC20 potentiation | potentiation, % at 10 µM | 360,000 tested, 0.036% active; in the data active = potentiation above about 30%; note: 0% is about no effect
D1 agonist = Allosteric Agonists of the Human D1 Dopamine Receptor: qHTS; 360,000 tested, 1% active; D(1A) dopamine receptor (Homo sapiens), P21728; HEK293 T-REx D1 cells, calcium flux, agonist mode; activation, % at 2 µM; in the data active = activation above about 30%; note: 0% is about no effect
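Inducible HEK293 T-REx D1 cells, force-coupled to calcium signalling, were plated at 4000 cells/well with tetracycline and held overnight at 30 C. After no-wash calcium dye loading, compound-evoked calcium rise over 180 s flagged agonists.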
* = called active by the depositor; ? = inconclusive; . = not tested or not shown.

Below each compound: D2 antag	D2 potentiator	RXFP1 antagonist	RXFP1 ag	TRHR PAM	D2 ag	D1 antagonist	D1 potentiator	D1 agonist
1. C=CCN1C(=O)c2ccc(C(=O)N(C)CC(=O)Nc3ccc(OCC)c(OCC)c3)cc2C1=O
 : -6	6	-6	-0.9%	1	0.0	-9	-10	1
2. Fc1ccccc1CSc1ncn[nH]1
 : 7	5	-2	0.2%	-2	-0.2	19	-6	1
3. O=C(Nc1cccnc1)C1CCN(S(=O)(=O)c2ccc(Cl)cc2)CC1
 : -8	7	-10	-1.6%	-3	0.4	-23	-2	5
4. Cc1onc(-c2c(F)cccc2Cl)c1C(=O)N[C@@H]1C(=O)N2C(C(=O)O)C(C)(C)S[C@H]12 (stereo not given in full)
 : 13	9	.	0.8%	-2	-0.8	11	-6	1
5. COCCNC(=O)CSc1nc2cc(OC)c(OC)cc2c(=O)n1CCC1=CCCCC1
 : 2	1	7	1.4%	-2	0.2	7	7	0
6. COc1cccc(-c2ccnc3c(-c4ccc(F)cc4)c(C)nn23)c1
 : .	-2	.	0.6%	2	0.6	-11	-5	0
7. CCN1C(=O)C(=O)N(CC(=O)Nc2cc(C)ccc2C)C1=O
 : .	.	-8	-0.3%	1	.	16	-4	2
8. Cc1ccc(C)c(N2CCN(c3nc4ccc(C)cc4nc3-n3nc(C)cc3C)CC2)c1
 : .	14	-2	0.1%	-1	-0.1	-5	-1	0
9. CCCCN(CCCNC(=O)CN1C(=O)COc2ccc(S(=O)(=O)N3CCC(C)CC3)cc21)Cc1ccccc1
 : -4	2	2	0.1%	-5	-0.3	27	2	0
10. Cc1cc(OCCSc2nnc(-c3cccs3)n2C)ccc1Cl
 : 6	1	-13	-0.1%	6	-0.4	-20	-13	35*
11. COc1ccc(-c2nc(C(N)=O)c3c(n2)n(-c2ccccc2OC)c(=O)n3C)c(OC)c1
 : .	3	.	2.9%	5	0.0	2	-4	8
12. Cc1ccc(C(=O)Nc2nccs2)cc1
 : 7	29	-8	2.7%	0	0.2	0	1	-1
13. Cc1ccc(NC(=O)c2cc(C(=O)c3cc(Cl)ccc3O)cn(-c3ccc(C)cc3)c2=O)cc1
 : 7	-6	-22	3.1%	-2	1.0	11	3	2
14. CC1(C)CC(=O)C(C(=S)Nc2ccc(F)cc2)=C(NCCN2CCOCC2)C1
 : -26	10	12	-0.2%	1	2.8	-2	-1	-1
15. Cc1ccc2nc3c(c(Nc4ccccc4)c2c1)CCC3
 : -3	-7	-6	-0.4%	5	1.9	-11	-5	1
16. O=C(CN1C(=O)S/C(=C/c2cccs2)C1=O)N1CCCC1
 : 23	-3	-12	-0.1%	-4	0.8	14	.	5
17. Cc1nnc2ccc(-c3ccc(NS(=O)(=O)c4ccccc4)cc3)nn12
 : 0	-4	-8	2.7%	23	2.2	-14	-1	1
18. COc1cc(CCC(=O)NCc2ccc(F)cc2)cc(OC)c1OC
 : 11	-2	8	-0.3%	-4	1.2	-16	-6	1
19. CC(C)(C)C(=O)[C@H]1[C@H](c2ccccc2)[C@@]2(N=C(c3ccccc3)OC2=O)C2c3ccccc3C=NN21 (stereo not given in full)
 : 13	3	-2	2.0%	-4	-0.2	12	-3	-1
20. Cc1ccc(Oc2ccc(OCC(=O)NC(C)C(=O)O)cc2)cc1 (stereo not given)
 : 12	-3	-6	0.7%	0	-1.0	-11	-5	4
21. Cc1cccn2c(=O)c3cc(C(=O)N(Cc4ccccc4)C(C)C)sc3nc12
 : .	0	-18	9.7%	-12	0.4	-7	2	-2
22. CCOC(=O)C1CCN(C(c2ccccc2)c2c(O)cc(C)n(Cc3ccco3)c2=O)CC1 (stereo not given)
 : .	13	-32	7.5%	-6	.	-5	0	2
23. COc1ccc(-c2nnn(CC(=O)NC(=O)NC3CCCCC3)n2)cc1OC
 : 10	-2	-3	0.4%	1	-0.5	-18	0	-1
24. COc1cc(Cl)ccc1OCc1cc(C(=O)N(C)CCc2c(C)n[nH]c2C)no1
 : 1	2	-3	1.9%	-4	-0.4	-50*	-6	1
25. COC(=O)c1sc2ncccc2c1OCc1ccc(Cl)cc1
 : 17	-4	0	3.2%	9	-0.9	-7	-1	1
26. COc1ccc([N+](=O)[O-])cc1NC(=O)C(C)N(C)Cc1ccc(Br)cc1 (stereo not given)
 : 15	-23	-12	1.0%	1	-0.8	-7	-14	0
27. Cc1cccc(Cn2c(=O)n(CCc3ccccc3)c(=O)c3sc4ccccc4c32)c1
 : .	-1	.	0.4%	1	.	4	0	0
28. CC(=O)NCc1ccc(S(=O)(=O)N/N=C/c2ccc(N(C)C)cc2)cc1
 : 19	-5	-23	0.3%	22	0.7	3	0	1
29. CCOCCCNC(=O)c1ccccc1NC(=O)C1=C(C)OCCS1
 : 9	-2	5	7.5%	3	0.0	7	7	0
30. COc1ccc(/C=C/C(=O)O)cc1Cl
 : -10	4	-9	2.9%	12	0.6	-11	1	3
31. COc1ccc(CCNC(=O)CCn2c(=O)c3cccn3c3cccnc32)c(OC)c1OC
 : .	3	10	?	5	-0.4	-4	-5	1
32. CC(C)(C)C(=O)OCc1cn(-c2ccc(Cl)cc2)nn1
 : 6	11	-5	2.7%	-4	-0.8	-3	0	5
33. Cc1cc(C)c2nc3nc(C)c(C)cc3c(N)c2c1
 : .	.	0	13%	0	.	-12	8	4
34. Cc1cc(C)c(Cn2cnc3ccccc32)c(C)c1
 : 11	-1	9	1.2%	1	6.2	-13	-4	3
35. C/C(N)=C(/C#N)C(=O)COC(=O)c1cc(-c2ccccc2)nc2ccc(Br)cc12
 : 10	8	.	?	-1	-0.8	7	3	4
36. CC(=O)NCc1ccc(-c2csc(-c3cccs3)n2)cc1
 : 7	-2	-2	4.6%	2	0.0	-11	-3	2
37. CCCOc1ccc(N2C(=O)CC(N3CCN(CCN=CC4C(=O)CC(C)(C)CC4=O)CC3)C2=O)cc1 (stereo not given)
 : 9	-1	5	-0.7%	-1	-1.2	-3	-2	-3
38. O=C(Cn1cncn1)NCc1cccc(OC(F)F)c1
 : 14	5	-5	0.4%	-9	2.0	-12	-4	1
39. Cc1c2c(nc3c(C(=O)NC4CC4)cnn13)CCCC2
 : -8	-7	-7	-1.9%	-1	-0.9	-4	-7	2
40. NNC(=O)CNC(=O)C12CC3CC(CC(C3)C1)C2
 : -1	-1	-17	-0.9%	7	1.3	7	-5	3
41. CCc1ccc(OCC2c3cc(OC)c(OC)cc3CCN2C(=S)NCCOC)cc1 (stereo not given)
 : -2	4	17	0.8%	3	0.5	7	-9	5
42. COc1cccc(Oc2ccc3nnc(C(F)(F)F)n3n2)c1
 : -8	3	-1	-0.1%	-2	-0.4	-8	-3	6
43. COc1ccccc1OC(C)C(=O)N1CCC(Cc2ccccc2)CC1 (stereo not given)
 : 9	22	-22	3.8%	3	-0.4	-10	-7	3
44. O=C(N/N=C/c1ccc(Sc2nc3ccccc3[nH]2)o1)c1ccncc1
 : 5	-6	-4	0.0%	-5	-1.3	-13	-1	3
45. COc1ccc(Nc2nc(N)nc(CSCCO)n2)cc1
 : 8	23	4	0.7%	1	-0.4	2	-2	0
46. CCCCC1(C)NC(=O)N(CC(=O)Nc2cc(S(=O)(=O)N3CCOCC3)ccc2Cl)C1=O (stereo not given)
 : -13	8	3	-2.9%	3	-0.1	-9	3	0
47. COC(=O)c1nnn(CC(=O)Nc2cc(F)ccc2F)c1C(=O)OC
 : .	-3	-13	4.9%	-2	-0.9	-3	2	6
48. Cc1ccccc1NC(=O)N1CCCC1C(=O)NCc1cccs1 (stereo not given)
 : 2	22	-16	-0.4%	-2	0.2	15	0	-3
49. CCOc1ccccc1NC(=O)CSc1nc2cc(OC)c(OC)cc2c2nc(CCn3c(C)nc4ccccc43)nn12
 : .	2	-8	11%	-1	0.0	-2	0	2
50. CCN(CC)C(=O)CSc1nc2c(sc(=S)n2-c2ccccc2OC)c(=O)n1-c1ccccc1
 : 12	-8	-5	-0.3%	-9	0.6	5	-6	1
51. COc1ccccc1NC(=O)c1c(NCc2ccc(C)o2)sc2c1CCCCC2
 : .	-3	-26	1.6%	-4	-0.3	12	-2	2
52. COCCNC(=S)Nc1ccc(N2CCOCC2)c(S(=O)(=O)Nc2ccccc2OC)c1
 : -6	-2	4	0.5%	1	-0.7	-13	1	3
53. Cc1ccc(S(=O)(=O)Nc2ccc(S(=O)(=O)Nc3ncccn3)cc2)cc1
 : -29	-3	5	1.5%	-3	0.2	1	-4	4
54. CCn1nc(C)cc1C(=O)N1CCCC(C(=O)c2ccc(Oc3ccccc3)cc2)C1 (stereo not given)
 : 4	8	?	0.8%	9	0.3	-35*	-1	5
55. CC(C)(C)C(=O)N(CCN(C(=O)C(C)(C)C)c1ccccc1)c1ccccc1
 : -2	-1	0	-0.2%	-1	-0.6	8	0	3
56. Cc1ccc(N2C(=O)C(Cl)=C(N3CCCCCC3)C2=O)c(C)c1
 : 3	-1	?	-1.3%	-3	-0.3	8	4	3
57. Cc1ccc(S(=O)(=O)N(C)c2ccc(C(=O)N3CCC(C(N)=O)CC3)cc2)cc1
 : .	.	-7	1.2%	9	.	-12	-9	5
58. S=C(Nc1ccc(Cl)cc1)N1CCN(Cc2ccccc2)CC1
 : 5	2	15	0.4%	9	-0.3	-4	-3	2
59. COc1ccc(-c2nnc(SCc3cccc(C)c3)n2N)cc1
 : -16	1	-8	-2.8%	-1	0.3	10	-9	1

Random excerpt: two records from the list
Below each compound: D2 antag	D2 potentiator	RXFP1 antagonist	RXFP1 ag	TRHR PAM	D2 ag	D1 antagonist	D1 potentiator	D1 agonist
47. COC(=O)c1nnn(CC(=O)Nc2cc(F)ccc2F)c1C(=O)OC
 : .	-3	-13	4.9%	-2	-0.9	-3	2	6
40. NNC(=O)CNC(=O)C12CC3CC(CC(C3)C1)C2
 : -1	-1	-17	-0.9%	7	1.3	7	-5	3

Records above shown as hits in D1 antagonist.
nr	structure	D2 antag	D2 potentiator	RXFP1 antagonist	TRHR PAM	D1 antagonist	D1 potentiator	D1 agonist
24	COc1cc(Cl)ccc1OCc1cc(C(=O)N(C)CCc2c(C)n[nH]c2C)no1	1	2	-3	-4	-50*	-6	1
54	CCn1nc(C)cc1C(=O)N1CCCC(C(=O)c2ccc(Oc3ccccc3)cc2)C1 (stereo not given)	4	8	?	9	-35*	-1	5

Only part of the results is shown; the hit share may differ from the screen's.
